NPC1 prom act = qHTS Assay for NPC1 Promoter Activators | AID 485313, 2010 | Potency, µM (series often up to 9.22 µM), without a hit: at the highest dose activation, actives largely listed as activators | Huh7 NPC1 promoter luciferase reporter, 24 h | actives 2.4% (n = 320,000);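 also: % of control where 0% means no effect; nearly all actives have a fitted effect of over 60% in size; reporter is driven by a mutant NPC1 promoter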
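Quantitative HTS used a cell-based reporter: Huh7 cells stably bearing the NPC1 promoter upstream of luciferase were treated with compounds for 24 h, and promoter activation was read as luminescence.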
ELG1 genotox = qHTS screen for small molecules that induce genotoxicity in human embryonic kidney (HEK293T) cells expressing luciferase-tagged ELG1 | actives 1.3% (n = 330,000) | HEK293T ELG1-luciferase reporter, luminescence, 16 h | Potency, µM (top dose mostly 46 µM), inactives show at the top dose activity change, positive = activation, most hits filed as activators; also: % of control where 0% means no effect; nearly all actives have a fitted effect of over 60% in size
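After overnight (16 hr) compound treatment at 37 °C, ELG1-luciferase HEK293T cells were lysed with ONE-Glo; luminescence quantified 30 min later at room temperature.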
Gal4-VP16 FLuc = VP16 counterscreen qHTS for inhibitors of ROR gamma transcriptional activity; AID 2546, 2010; Potency, µM (highest dose often 53.6 µM), for inactives: top-dose activity, negative = inhibition, hits mostly inhibitors; Drosophila S2 Gal4-VP16 UAS-luciferase, luminescence, 20 h; actives 3.5% (n = 310,000);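 also: Gal4-VP16 expression switched on by copper sulfate through the metallothionein promoter; % is scaled to controls: 0 for no effect and ±100 for the full control effect; nearly all actives have a fitted effect of over 50% in size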
Rab9 promoter act = qHTS Assay for Rab9 Promoter Activators; AID 485297, 2010; Potency, µM (series often up to 9.22 µM), for the others: top-dose activation, negative = inhibition, most hits filed as activators; actives 2.8% (n = 320,000); Huh7 Rab9 promoter-luciferase reporter, luminescence, 24 h; also: % of control where 0% means no effect; nearly all actives have a fitted effect of over 60% in size
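Cell-based reporter: Huh7 stable for Rab9 promoter-driven luciferase, plated in reduced-serum medium with 10% FBS at 1500 cells/well, compound-treated 24 h at 37 °C, luminescence read after 10 min reagent.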
p53 reactivation = qHTS assay for re-activators of p53 using a Luc reporter | H1299 p53-A138V BP100-luciferase reporter, luminescence, 24 h | Potency, µM (series often up to 92.2 µM), without a hit: at the highest dose activity change, positive = activation, usual class: activators | actives 0.063% (n = 320,000) | AID 504706, 2011; also: % of control where 0% means no effect; nearly all actives have a fitted effect of over 45% in size
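p53-null H1299 cells stably carrying temperature-sensitive p53-A138V and a BP100-luciferase reporter were pinned with compounds (4-point, 1:5 series) and held 24 hrs at 37 deg C. Luminescence was read 10 min after detection reagent.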
MBNL1-CUG inh = qHTS Assay for Inhibitors of MBNL1-poly(CUG) RNA binding. Muscleblind-like protein 1 (Homo sapiens), Q9NR56. TR-FRET MBNL1-His/biotin-(CUG)12 binding, 665/545 ratio. Potency, µM (titrated, usually from 57.5 µM), for inactives: at the highest dose activity change, negative = inhibition, actives largely listed as inhibitors. actives 0.036% (n = 280,000); active = well fitted inhibition curve with a large enough effect in the signal ratio, with a control signal flat, not every such curve was filed as active; inconclusive = small, poorly fitted or top-dose-only effect, or effect the other way, or a change in a side signal; inactive = no such curve, though single readings can be large or run the other way; the % refers to the signal ratio; also: % is scaled to controls: 0 for no effect and ±100 for the full control effect
Target sequence (Q9NR56 whole entry, looked up): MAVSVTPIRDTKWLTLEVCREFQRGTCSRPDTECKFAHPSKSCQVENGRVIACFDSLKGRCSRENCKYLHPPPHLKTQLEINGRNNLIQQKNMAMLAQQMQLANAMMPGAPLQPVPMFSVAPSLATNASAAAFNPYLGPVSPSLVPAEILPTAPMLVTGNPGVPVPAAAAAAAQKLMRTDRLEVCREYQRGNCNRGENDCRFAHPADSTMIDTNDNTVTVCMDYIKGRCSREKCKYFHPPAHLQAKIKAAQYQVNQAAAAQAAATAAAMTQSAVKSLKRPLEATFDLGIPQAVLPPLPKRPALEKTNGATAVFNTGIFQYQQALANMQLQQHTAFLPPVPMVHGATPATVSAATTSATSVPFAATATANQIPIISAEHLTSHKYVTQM
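TR-FRET between His-tagged MBNL1 and biotin-(CUG)12 RNA, detected with Tb anti-His antibody (0.055 ng/ul) and streptavidin-XL665 (5 nM), 60 min at room temperature. Compounds titrated 92 nM to 58 uM; 665/545 nm ratio normalized to buffer and complex controls.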
RORgamma inh = qHTS for inhibitors of ROR gamma transcriptional activity. Nuclear receptor ROR-gamma (Mus musculus), P51450. Drosophila S2 Gal4-RORgamma UAS-luciferase reporter, 20 h. Potency, µM (top dose mostly 53.6 µM), for inactives: top-dose activity change, negative = inhibition, most hits filed as inhibitors. actives 5.4% (n = 310,000); also: % is scaled to controls: 0 for no effect and ±100 for the full control effect; nearly all actives have a fitted effect of over 60% in size
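A Gal4/UAS one-hybrid system in insect cells: metallothionein-promoter Gal4–ROR gamma fusion plus Photinus luciferase reporter. Copper sulfate 700 uM final, 20 hr ambient incubation, luminescent detection after 10 min with reagent.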
FLuc modulator = qHTS profiling assay for firefly luciferase inhibitor/activator using purifed enzyme and Km concentrations of substrates (counterscreen for miR-21 project); Luciferin 4-monooxygenase (Photinus pyralis), P08659; purified FLuc, Km substrates, luminescence inhibition; Potency, µM (top dose mostly 57.5 µM), inactives show at the top dose activity change, negative = inhibition, hits mostly inhibitors; actives 6.9% (n = 360,000);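 also: plate controls were vehicle for no effect and reference inhibitor for full effect; nearly all actives have a fitted effect of over 55% in size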
Target sequence (P08659 whole entry, looked up): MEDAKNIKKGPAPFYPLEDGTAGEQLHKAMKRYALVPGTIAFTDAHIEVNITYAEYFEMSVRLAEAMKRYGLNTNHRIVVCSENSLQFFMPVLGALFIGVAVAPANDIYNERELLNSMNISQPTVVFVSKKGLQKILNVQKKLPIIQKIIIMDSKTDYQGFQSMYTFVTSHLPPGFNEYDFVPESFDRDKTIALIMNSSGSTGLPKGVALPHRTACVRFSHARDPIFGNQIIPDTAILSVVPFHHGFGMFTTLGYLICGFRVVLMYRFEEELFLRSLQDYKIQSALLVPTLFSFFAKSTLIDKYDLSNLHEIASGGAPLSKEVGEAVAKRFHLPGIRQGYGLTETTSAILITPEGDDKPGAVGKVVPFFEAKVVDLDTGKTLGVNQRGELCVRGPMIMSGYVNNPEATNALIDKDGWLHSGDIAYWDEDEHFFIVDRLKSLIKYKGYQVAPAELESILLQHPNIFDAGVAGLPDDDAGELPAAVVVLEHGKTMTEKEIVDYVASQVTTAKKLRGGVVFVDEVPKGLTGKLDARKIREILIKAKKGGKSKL
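Purified P. pyralis luciferase (10nM final) with 10uM D-luciferin and 10uM ATP (Km levels) in 50mM Tris acetate pH 7.5, 10mM Mg acetate, 0.01% Tween-20, 0.05% BSA; qHTS 6-point titration, ~60 µM downward; luminescence read.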
BRCA1 expr up = qHTS Assay to Identify Small Molecule Activators of BRCA1 Expression; MCF7-BRCA1-FFLuc reporter, luminescence, 48 h; response scale: scaled: vehicle 0%, 10 µM genistein 100%; actives 1.1% (n = 380,000); Potency, µM (series often up to 46.1 µM), inactives show at the top dose activation, actives largely listed as activators; also: nearly all actives have a fitted effect of over 80% in size; some results filed as inactive show a strong effect at the top dose
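48 h compound treatment of MCF7-BRCA1-FFLuc cells (phenol-red free MEM, 37 °C), then 15 min with luciferase substrate and luminescence imaging.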
uPA surface inh = qHTS for Inhibitors of Cell Surface uPA Generation; cell surface uPA generation assay, qHTS; Potency, µM (highest dose often 38.3 µM), inactives show top-dose activity change, negative = inhibition, hits mostly inhibitors; actives 0.31% (n = 330,000); active = well fitted inhibition curve with a large enough effect; inconclusive = small, poorly fitted or top-dose-only effect; inactive = no such curve, though single readings can be large or run the other way; tested in mouse RAW 264.7 cells; also: % is scaled to controls: 0 for no effect and ±100 for the full control effect; nearly all actives have a fitted effect of over 55% in size
* marks the source's active call; other numbers are inactive results; ? = inconclusive; / = not tested or not shown; & = joins results of further samples; [ ] = another dose, or the depositor's remark. Unless noted, calls follow the shape of the dose curve; as a rule, active = well fitted curve in the direction sought with a large enough effect; inconclusive = small, poorly fitted or top-dose-only effect, or another doubt; inactive = no such curve, though single readings can be large; an effect the other way counts as inactive or inconclusive. Potency is read from the fitted curve at half-maximal effect.

SMILES	NPC1 prom act	ELG1 genotox	Gal4-VP16 FLuc	Rab9 promoter act	p53 reactivation	MBNL1-CUG inh	RORgamma inh	FLuc modulator	BRCA1 expr up	uPA surface inh
Cc1ccc(OCC(=O)Nc2ccc(S(=O)(=O)N3CCCC3)cc2)cc1	2%	-9%	-5%	4%	-4%	-11%	-10%	3%	-18%	-1%
Nn1c(COc2ccccc2F)nnc1SCC(=O)NC1CCS(=O)(=O)C1 (stereo not given)	0%	-2%	/	2%	5%	/	/	0%	2%	3%
CCCCn1c(CN2CCN(c3cccc(Cl)c3)CC2)nc2c1c(=O)[nH]c(=O)n2C	-25%	-1%	-8%	-8%	-12%	-4%	-3%	6%	-84%	?
Cn1c(N)c(C(=O)COC(=O)c2cc(-c3ccco3)nc3ccccc23)c(=O)n(Cc2ccccc2)c1=O	-2%	0%	-7%&4%	-3%	-5%	15%	-31%&27%	?	/	/
CCOC(=O)C1CCN(C(=O)c2ccc3c(c2)S(=O)(=O)c2ccccc2C3=O)CC1	6%	6%	-10%	1%	-8%	?	2%	1%	1%	-3%
Cc1cc(C(=O)CN2C(=O)C(=O)N(C)C2=O)c(C)n1-c1cccc(S(=O)(=O)N2CCOCC2)c1	-2%	0%	-6%	-7%	-3%	-7%	27%	1%	-2%	0%
Cc1cccc2cc(C#N)c(SCC(=O)Nc3ccccc3N3CCOCC3)nc12	-1%	0%	-14%	-6%	-7%	-5%	?	-9%	-60%	4%
O=C(c1ccc(C#CC2(O)CCCCC2)cc1)N1CCOCC1	2%	5%	-12%	12%	14%	0%	?	0%[2.3 µM]	0%	/
N#CCCn1cc(/C=N/NC(=O)c2ccncc2)c(-c2ccc(F)cc2)n1	1%	3%	6%	-4%	-19%	5%	-2%	0%	-20%	10%
CCOC(=O)Cn1c(=O)c2c(nc3n2CCCN3CCc2ccccc2)n(C)c1=O	1%	-7%	3%	-5%	-4%	-2%	-4%	0%	-16%	0%
COc1ccc(CNC(=O)CN(c2ccc(OC)cc2)S(=O)(=O)c2c(C)[nH]c(=O)[nH]c2=O)cc1	-1%	0%	-6%	-8%	6%	-8%	0%	6%	-16%	3%
COC(=O)[C@]1(C)N[C@H](CN(C)C(=O)c2ccc(C(C)(C)C)cc2)[C@@H]2C(=O)N(C)C(=O)[C@@H]21	/	2%	/	/	1%	/	/	/	13%	-8%
COc1ccc2c(c1)c1nc3n(c(=O)c1n2CC(=O)Nc1ccccc1)CCCS3	-3%	8%	-13%	-6%	15%	-4%	-8%	-1%	-4%	-11%
N/C(=N\OC(=O)COc1ccc(Cl)cc1)c1cccnc1	4%	9%	-3%	1%	?	-17%	-10%	?	61%	3%
COc1ccc2c(c1OC)C(=O)N(C(C)C(=O)O)C2=O (stereo not given)	-2%	1%	0%	-1%	4%	10%	-9%	0%	-3%	9%
COc1ccc(CCN(C)C(=O)c2ccc(COc3ccccc3)o2)cc1OC	-2%	0%	8%	11%	-5%	-3%	-24%	3%	-13%	-8%
CC1(C)CC(=O)C(C=Nc2ccccc2Sc2ccccc2)=C(O)C1	1%	0%	11%	1%	1%	3%	26%	-10%	-23%	-5%
CC(C)(C)NS(=O)(=O)c1ccc(CCC(=O)N2CCCC2)cc1	0%	0%	2%	-19%	0%	-3%	-12%	-14%	-10%	0%
C(=N\N1CCOCC1)/c1cccs1	1%	-2%	4%	-2%	11%	-8%	2%	-2%	26%	8%
CCN(CC)C(=O)[C@H]1CC(CC(=O)NCC23CC4CC(CC(C4)C2)C3)C(=O)N2CCc3c([nH]c4ccc(OC)cc34)[C@]12C (stereo not given in full)	/	-9%	/	/	-7%	/	/	/	-11%	?
Cc1ccc(C(C)C)c(OCC(=O)NNC(=O)C2CSC3(C)CCC(=O)N23)c1 (stereo not given)	-1%	-2%	/	1%	-4%	/	/	2%	-4%	-1%
CCOc1ccc(NC(=O)CC2C(=O)N(c3ccc(OC)cc3)C(=O)N2Cc2ccc(OC)cc2)cc1 (stereo not given)	-1%	-5%	3%	-4%	1%	-4%	39%	2%	3%	13%
CCc1ccc(S(=O)(=O)c2nnn3c2nc(NCCNC(C)=O)c2ccccc23)cc1	-1%	4%	6%	-3%	0%	-10%	9%	0%	-26%	1%
c1cc(-c2cn(C[C@H]3CC[C@@H]([C@@H]4CC[C@H](Cn5cc(-c6ccsc6)nn5)O4)O3)nn2)cs1	1%	-2%	-8%	-1%	/	9%	?	-5%	-30%	-16%
O=C(Nc1ccnn1C1CCN(Cc2cccc(OCCO)c2)CC1)C1CC1	-3%	6%	0%	-6%	17%	-6%	0%	1%	17%	-3%
CC(=O)Oc1cc(C)cc2oc(=O)cc(-c3ccccc3)c12	13%	3%	5%	3%	/	25%	?	-5%	-2%	-29%
Cc1cc(C)n2nc(C(=O)OCCOc3ccc(Br)cc3)nc2n1	0%	3%	6%	1%	6%	2%	-12%	-7%	8%	1%
CCOC(=O)c1cccc(NC(=O)/C=C/c2cccc([N+](=O)[O-])c2)c1	0%	2%	4%	16%	7%	17%	?	-11%	9%	/
N#CC1=C(N)OC2=C(CC/C2=C\c2ccccc2)C1c1ccccc1 (stereo not given)	-1%	-1%	-19%	2%	12%	15%	?	-12%	-1%	-2%
COc1ccc2nc(NC(=O)CSc3nnc(C)n3N)sc2c1	1.6µM*	7.3µM*	?	0.5µM*	16%	4%	-42%	3µM*	?	?
COc1ccc(-c2cccc([C@H]3[C@@H]4C=CC[C@@H](C)[C@@H]4C(=O)N3Cc3ccccc3)c2)cc1	/	-4%	-7%	/	7%	/	4%	/	-32%	-7%
COc1cccc(Nc2nc(-c3cccs3)nc3ccccc23)c1	0%	-6%	0%	-3%	3%	/	42%	?	-7%	0%
C/C(=N\O)C1(C)N(O)C(C)(C)C(c2ccc(F)cc2)=[N+]1[O-] (stereo not given)	1%	3%	9%	18%	-1%	-5%	-17%	1%	0%	2%
Cc1cc(NC(=O)CSc2ccc3nnc(-c4cccc(F)c4)n3n2)no1	-4%	2%	-7%	8%	-5%	29%	10%	4%	1%	7%
C=C1CCC[C@]2(C)C[C@H]3OC(=O)C(CN4CCOCC4)[C@H]3C[C@@H]12 (stereo not given in full)	2%	-6%	2%	3%	-9%	-9%	18%	7%	-19%	?
CCc1c(C)c2nncn2[nH]c1=O	1%	-4%	6%	-4%	0%	-4%	-12%	1%	-12%	-1%
CCCCOc1cccc(C(=O)N(Cc2ccccc2)C2CCS(=O)(=O)C2)c1 (stereo not given)	-4%	-4%	7%	0%	-5%	-6%	24%	0%	-9%	15%
Cc1ccc(S(=O)(=O)N2CCCCC2C(=O)O)cc1 (stereo not given)	-3%	0%	7%	1%	-2%	?	-2%	7%	-6%	0%
Nc1nnc(SCc2ccc(F)cc2)s1	/	/	12%	/	/	-8%	-2%	-2%	39%	/
CN=c1sc(C(=O)Nc2ccccc2)c(C)n1C	14%	2%	-4%	13%	6%	-4%	-4%	-6%	-40%	/
COCCNC(=S)NC(=O)CC12CC3CC(CC(C3)C1)C2	-4%	-3%	?	-10%	5%	-8%	2.5µM*	1%	-20%	-1%
CCC(C)NCC(=O)Nc1ccc([N+](=O)[O-])cc1C(=O)Nc1ccccc1F (stereo not given)	3%	-8%	-3%	-4%	14%	?	-9%	6%	-22%	-10%
COc1ccc(NC(=O)CC2(CC(=O)O)CCCC2)cc1	-1%	-2%	-14%	-3%	-2%	-7%	6%	-9%	2%	1%
Cc1cc(-c2ccccc2)c2nncn2n1	-5%	-1%	-7%	-6%	-2%	?	-8%	4%	7%	-4%
CCOc1nc2c(c(-c3cccs3)c1C#N)Cc1ccccc1-2	-2%	2%	-7%	-12%	-1%	-11%	22%	4%	-4%	0%
CCCNC(=O)Cn1cnc2sc(C(=O)NCCN(CC)CC)c(C)c2c1=O	0%	2%	1%	7%	-3%	-1%	-6%	1%	-3%	-2%
O=C1O[C@H]([C@@H](O)CO)C(O)=C1O	0%	1%	5%&0%	7%	-2%	/	-20%[10 µM]	13%	-14%	-6%
COc1ccc2c(c1)C(=O)CC(O)(C(F)F)O2 (stereo not given)	-2%	6%	0%	-2%	3%	-3%	-6%	4%	24%	-2%
Cc1nnc(C)n1/N=C/c1cccn1C	-1%	9%	2%	-7%	2%	-2%	20%	0%	-2%	4%
C=C(C)CCOC(=O)C(CC(=O)O)NCc1ccco1 (stereo not given)	-5%	0%	-11%	-1%	9%	/	-1%	8%	-1%	11%

Bioassay records: PubChem, National Center for Advancing Translational Sciences (NCATS)
